mHTT-CaM PPI inh: disrupts binding of mutant huntingtin to calmodulin. P42858. AlphaScreen His-mHTT/GST-CaM binding, luminescence. inhibition, % at 15 µM. 190,000 tested, 3.6% active;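 note: 0% = both proteins with DMSO and 100% = one protein alone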
Target sequence (P42858 whole entry, looked up, stated change not applied): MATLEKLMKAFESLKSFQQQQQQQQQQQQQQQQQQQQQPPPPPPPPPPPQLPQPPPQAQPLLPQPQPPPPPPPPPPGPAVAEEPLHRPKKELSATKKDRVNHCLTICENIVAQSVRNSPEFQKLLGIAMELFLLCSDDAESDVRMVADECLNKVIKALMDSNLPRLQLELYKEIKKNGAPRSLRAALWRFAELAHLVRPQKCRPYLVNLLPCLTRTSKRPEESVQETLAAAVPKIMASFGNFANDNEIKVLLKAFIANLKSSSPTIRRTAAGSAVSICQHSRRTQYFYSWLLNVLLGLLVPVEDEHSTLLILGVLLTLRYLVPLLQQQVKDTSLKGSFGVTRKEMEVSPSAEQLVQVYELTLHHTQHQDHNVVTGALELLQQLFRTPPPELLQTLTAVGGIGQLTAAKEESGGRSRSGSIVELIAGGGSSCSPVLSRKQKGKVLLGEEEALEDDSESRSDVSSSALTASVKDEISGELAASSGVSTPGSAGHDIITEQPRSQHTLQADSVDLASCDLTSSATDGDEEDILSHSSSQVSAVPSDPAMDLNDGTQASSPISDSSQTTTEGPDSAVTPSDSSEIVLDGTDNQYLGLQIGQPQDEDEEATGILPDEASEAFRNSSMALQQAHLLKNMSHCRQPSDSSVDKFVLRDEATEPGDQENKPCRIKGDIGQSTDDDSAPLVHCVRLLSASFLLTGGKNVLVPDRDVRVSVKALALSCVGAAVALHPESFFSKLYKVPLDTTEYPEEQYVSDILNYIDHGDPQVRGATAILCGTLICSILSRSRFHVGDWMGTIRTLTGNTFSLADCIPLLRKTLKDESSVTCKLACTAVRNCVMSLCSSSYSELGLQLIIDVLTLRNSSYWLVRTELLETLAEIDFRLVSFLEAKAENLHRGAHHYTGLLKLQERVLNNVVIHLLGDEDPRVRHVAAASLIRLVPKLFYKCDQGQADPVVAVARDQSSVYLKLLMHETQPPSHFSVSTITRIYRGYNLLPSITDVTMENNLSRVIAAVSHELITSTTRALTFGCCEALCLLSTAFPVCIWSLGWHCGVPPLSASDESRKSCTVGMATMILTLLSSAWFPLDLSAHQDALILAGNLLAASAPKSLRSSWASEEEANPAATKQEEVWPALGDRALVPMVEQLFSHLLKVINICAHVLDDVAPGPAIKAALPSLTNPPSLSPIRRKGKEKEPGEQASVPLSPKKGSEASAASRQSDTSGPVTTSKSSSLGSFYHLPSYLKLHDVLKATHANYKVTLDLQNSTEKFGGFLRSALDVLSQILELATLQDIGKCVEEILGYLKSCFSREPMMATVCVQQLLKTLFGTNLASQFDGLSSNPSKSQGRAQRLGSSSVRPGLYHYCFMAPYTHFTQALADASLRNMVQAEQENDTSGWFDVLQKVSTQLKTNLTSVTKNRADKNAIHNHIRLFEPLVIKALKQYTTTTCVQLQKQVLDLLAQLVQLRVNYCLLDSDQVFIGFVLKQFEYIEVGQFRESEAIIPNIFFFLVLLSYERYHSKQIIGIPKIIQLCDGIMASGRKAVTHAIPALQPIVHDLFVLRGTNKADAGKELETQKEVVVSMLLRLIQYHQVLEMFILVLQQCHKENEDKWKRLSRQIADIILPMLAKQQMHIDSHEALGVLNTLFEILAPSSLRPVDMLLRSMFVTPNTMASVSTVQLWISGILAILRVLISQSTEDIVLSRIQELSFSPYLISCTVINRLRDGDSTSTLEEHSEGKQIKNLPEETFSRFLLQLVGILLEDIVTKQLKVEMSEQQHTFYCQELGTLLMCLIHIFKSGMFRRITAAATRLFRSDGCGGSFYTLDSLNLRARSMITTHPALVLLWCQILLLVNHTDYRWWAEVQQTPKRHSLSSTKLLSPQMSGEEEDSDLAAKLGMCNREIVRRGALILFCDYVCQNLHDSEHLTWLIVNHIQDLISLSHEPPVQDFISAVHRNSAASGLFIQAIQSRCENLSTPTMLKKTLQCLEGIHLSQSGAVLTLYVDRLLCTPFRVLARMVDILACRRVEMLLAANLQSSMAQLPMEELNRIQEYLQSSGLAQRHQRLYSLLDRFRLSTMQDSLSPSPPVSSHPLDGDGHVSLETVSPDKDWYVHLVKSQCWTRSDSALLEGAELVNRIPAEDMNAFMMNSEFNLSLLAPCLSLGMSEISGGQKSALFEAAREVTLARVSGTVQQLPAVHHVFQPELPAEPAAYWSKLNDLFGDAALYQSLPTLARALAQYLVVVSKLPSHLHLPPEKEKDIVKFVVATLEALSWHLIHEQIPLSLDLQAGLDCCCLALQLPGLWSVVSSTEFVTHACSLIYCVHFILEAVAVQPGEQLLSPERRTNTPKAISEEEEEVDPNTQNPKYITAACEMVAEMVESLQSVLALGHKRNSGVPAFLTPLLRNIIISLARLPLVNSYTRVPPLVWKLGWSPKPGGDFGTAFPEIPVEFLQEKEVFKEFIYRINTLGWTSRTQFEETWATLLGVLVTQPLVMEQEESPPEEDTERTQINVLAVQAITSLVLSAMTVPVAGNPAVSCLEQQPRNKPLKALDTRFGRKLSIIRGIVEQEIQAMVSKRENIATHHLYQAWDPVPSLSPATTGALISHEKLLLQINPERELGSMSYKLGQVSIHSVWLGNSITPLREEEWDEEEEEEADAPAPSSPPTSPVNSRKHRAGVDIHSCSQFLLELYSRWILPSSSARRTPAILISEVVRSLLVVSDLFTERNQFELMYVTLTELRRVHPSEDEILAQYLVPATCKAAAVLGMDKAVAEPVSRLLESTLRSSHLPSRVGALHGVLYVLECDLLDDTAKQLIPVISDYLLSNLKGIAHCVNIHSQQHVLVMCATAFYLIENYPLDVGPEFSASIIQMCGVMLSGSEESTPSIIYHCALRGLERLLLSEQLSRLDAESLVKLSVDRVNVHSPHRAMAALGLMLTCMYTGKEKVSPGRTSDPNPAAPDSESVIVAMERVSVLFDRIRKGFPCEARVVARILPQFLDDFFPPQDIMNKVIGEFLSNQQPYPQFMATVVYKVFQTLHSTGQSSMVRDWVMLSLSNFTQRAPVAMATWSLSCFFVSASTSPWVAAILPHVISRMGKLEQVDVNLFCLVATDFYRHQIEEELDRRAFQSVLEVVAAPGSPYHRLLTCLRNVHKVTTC
Pf apPOL block: Pf-apPOL DNA polymerase inhibition; AID 1794808; Recombinant Pf-apPOL, molecular beacon fluorescence, 1.5 h; 210,000 tested, 0.25% active; inhibition, % at 10 µM
Numbers without * were called inactive; i = inactive; nt = no result given; & = joins results of further samples. Cut-off read from the data, not from the text of the source: active = inhibition above about 50%; inactive = the rest.

SMILES	mHTT-CaM PPI inh	Pf apPOL block
COc1ccc(C(=O)Nc2sc3c(c2C(=O)NC2CCS(=O)(=O)C2)CCCC3)cc1OC (stereo not given)	2	-7
Cc1ccc(C(N)=NC(=NS(=O)(=O)c2ccccc2)c2ccccc2)cc1	5	2
CC1(C)CC(=O)C2=C(C1)Nc1cc(C(=O)c3ccccc3)ccc1NC2c1ccco1 (stereo not given)	28	-3
CC(C)n1c(C2CCN(C(=O)c3ccc(F)cc3)C2)nc2ccncc21 (stereo not given)	-5	-2
CC1=NN(C(=O)c2cccc(Br)c2)C(O)(C(F)(F)F)C1 (stereo not given)	7	-3
CCN1C(=O)CCc2cc(NC(=O)c3ccc4c(c3)OCO4)ccc21	2	-5
COc1ccc(NC(=O)C(=O)NC2CCCCCC2)cc1Cl	0	-3
COc1cccc(NC(=O)CC(C)c2ccccc2)c1 (stereo not given)	-8	-4
N#CCC(=O)c1ccsc1	nt	6
Cc1c(-c2nnc(-c3cccc(C(F)(F)F)c3)o2)sc2nc(-c3ccc(Cl)cc3)nn12	nt	1
O=C(CSc1nc2ccccc2s1)NCc1cc(-c2ccco2)on1	-1	0
COC(=O)C1CN(C2CCCC2)CCS(=O)(=O)N1Cc1cn(Cc2ccccc2)nn1 (stereo not given)	-12	-6
CCN(CC)C(=O)Oc1ccc2c(=O)c(Oc3cccc(OC)c3)c(C)oc2c1	-2	-1
C=CCNc1ccc2c(c1)OC[C@H](Cc1ccccc1)NS2(=O)=O	-5	-12
OC(COCc1ccc(Cl)cc1)CN1CCOCC1 (stereo not given)	-2	0
O=C1CSC(c2ccccn2)N1c1ccc(Br)cc1 (stereo not given)	3	5
Cc1cc([N+](=O)[O-])ccc1NC(=O)c1ccccc1	-1	-4
CC1(C)Cc2c(c(-c3ccccc3)nc(N3CCCC3)c2C(N)=O)CO1	3	-2
C=CCn1c(CSc2nc3ccccc3s2)nnc1SCC(=O)NCc1ccco1	4	-10
CCc1nnc(NC(=O)CSC(=O)c2ccccc2)s1	-4	-4
O=C1C(=O)N(CCCc2ccccc2)c2ccccc21	34	2
O=C(NC1CCCC1)C1CCN(S(=O)(=O)N2CCC3(CC2)OCCO3)CC1	-7	-14
O=C(NCC1CC1)C1CCC(c2ccccc2)N(C(=O)C2CC2)C1 (stereo not given)	-1	3
COCCN(CCOC)Cc1cc(=O)oc2ccccc12	0	2
CC(=O)OC1CCC2(C)C(=CCC3C2CCC2(C)C(C(C)=NO)CCC32)C1 (stereo not given)	-1	-1

Part of the list above, reformatted.
O=C(NC1CCCC1)C1CCN(S(=O)(=O)N2CCC3(CC2)OCCO3)CC1
- mHTT-CaM PPI inh: -7
- Pf apPOL block: -14

C=CCn1c(CSc2nc3ccccc3s2)nnc1SCC(=O)NCc1ccco1
- mHTT-CaM PPI inh: 4
- Pf apPOL block: -10

More entries follow.
SMILES	mHTT-CaM PPI inh	Pf apPOL block
COc1ccccc1C(=O)N1CCC(c2nc(CNC(=O)C3CC3)cs2)CC1	2	-3
COc1ccc2c(c1)c(=O)oc1c(C)c(OCc3cc(C(=O)O)oc3C)ccc12	14	-1
O=C(Nc1cccc(-c2ccc(N3CCOCC3)nn2)c1)c1cncc(Br)c1	-16	-1
O=C(O)c1ccc(OCc2ccccc2)cc1	nt	-10&-13
Cc1[nH]c2ccc(Cl)cc2c(=O)c1CN(C)Cc1ccccc1	2	1
Cc1[nH]c(=O)[nH]c1C(=O)CCCCC(=O)O	3	1
Cc1ccc(NC(=O)c2ccc3c(c2)N(S(C)(=O)=O)CC3)c(F)c1	-2	3
O=S(=O)(Nc1ccccn1)c1ccc(N=Cc2ccccc2C(F)(F)F)cc1	-4	-5
C[C@@H]1CC=C[C@H]2[C@H]1C(=O)N(Cc1ccccc1)[C@H]2c1ccc(F)c(Br)c1	-17	-7
O=C(Nc1ccc(F)c([N+](=O)[O-])c1)c1oc(=O)c2ccccc2c1-c1ccccc1	-3	3
CC1CCN(S(=O)(=O)c2cccn(CC(=O)NCCC3=CCCCC3)c2=O)CC1	-7	-10
Cc1cccc(CN2CCCn3nc(C(=O)NCc4ccc(Cl)cc4)cc3C2=O)c1	6	0
Cc1cccc(CCNC(=O)c2ccc3c(c2)nc2n3CCCCC2)c1	9	-1
CC(C)(C)c1ccc(C2=NC(C)(C)N(CC(=O)Nc3ccc(Cl)cc3)C2=O)cc1	-8	-7
CCCC(=O)NC(c1ccccc1OC)c1cc([N+](=O)[O-])c2cccnc2c1O (stereo not given)	100*	3
Cc1ccc(/C=C/C2=NC(=C/c3cccc([N+](=O)[O-])c3)/C(=O)O2)cc1	2	-4
COc1cc(/C=N/n2c(-c3cc(OC)c(OC)c(OC)c3)n[nH]c2=S)cc(OC)c1OC	i	nt
Cc1c(C(=O)NCCC2=CCCCC2)oc2ccc(S(=O)(=O)N3CCCCC3)cc12	-14	-8
CCN1CCN(Cc2cc(OC)c(O)c([N+](=O)[O-])c2)CC1	-1	-2
ON=Cc1ccc(Cl)s1	nt	7&0
CCN1c2ccc(C)cc2C(=O)NC12CCN(C(=O)c1cccc(Cl)c1)CC2	27	-6
CSC[C@H]1CN(CCc2ccccc2)C(=O)[C@@H]1CC(=O)Nc1ccccc1	27	-5
CCC(C)c1ccccc1NC(=O)Cc1ccccc1[N+](=O)[O-] (stereo not given)	-7	10
CN1C(=O)Cc2cc(C(=O)NC3CCCCC3)ccc21	0	1
CCC(=O)N1CCN(c2nc3c(s2)CC(C(=O)N2CCN(C(C)C)CC2)CC3)CC1 (stereo not given)	7	-1

(cont.)
SMILES	mHTT-CaM PPI inh	Pf apPOL block
CCN1C(=O)c2cccnc2Sc2cc(NC(=O)c3ccc(C)cc3)ccc21	19	-2
O=C(c1ccc(OCC2CCCN2C(=O)c2cc(F)ccc2F)cc1)N1CCOCC1 (stereo not given)	-1	33
Cc1ccc(NC(=O)c2nn(C)cc2Br)cc1C	-5	-3
CN(C)c1ccc(-c2nc(-c3ccc(=O)[nH]c3)no2)cc1	-1	14
Cc1ccccc1CNC(=O)c1ccc2c(c1)N(C)C(=O)C1CCCCN21 (stereo not given)	30	4
CCCCSc1nc2ccc(NC(C)=O)cc2s1	3	-8
O=c1c2ccccc2nc(/C=C/c2ccc(Cl)cc2)n1CCO	4	-9
Clc1cccc(Cl)c1SCCc1ccncc1	-19	16
O=C(Nc1ccc(OC(F)(F)F)cc1)Nc1cc(-c2cccs2)[nH]n1	nt	-20
O=[N+]([O-])c1cccc(S(=O)(=O)NCCOc2ccccc2)c1	2	1
Cc1ccccc1NC(=O)CC(=O)c1ccccc1	-2	-2
CS(=O)(=O)N1CCN(C(=O)C23CC4CC(CC(C4)C2)C3)CC1	-1	nt
Cc1cc(C(=O)Nc2ccc(S(=O)(=O)NC(C)(C)C)cc2)ccc1[N+](=O)[O-]	10	-3
COCCNC(=O)C1c2ccccc2CC(=O)N1Cc1ccccc1 (stereo not given)	2	0
C=CCNCCCOc1ccc(C(C)CC)cc1 (stereo not given)	-6	-7
Cc1ccc2c(Cl)c(C(=O)NCc3cccs3)sc2c1	-12	1
O=C(NC1CCN(Cc2ccccc2)CC1)c1cn2cc(Cl)ccc2n1	0	-1
Cc1ccccc1N1C(=O)CCC1(C)C(=O)NCCCOC(C)C (stereo not given)	-7	1
O=S(=O)(c1ccc2nncn2c1)N(Cc1cc(F)cc(F)c1)c1cccc(F)c1	1	-4
COC(=O)c1ccccc1S(=O)(=O)NC1C2(C)CCC(C2)C1(C)C (stereo not given)	nt	-5
CCOc1cccc(CNC(=O)C2CCN(Cc3cn(C)c4ccccc34)CC2)c1	3	3
C=CCOC(=O)COc1ccc2oc(=O)c(-c3cc(OC)ccc3OC)c(C)c2c1	-4	-7
CCNC(=O)N(C)Cc1cc(-c2ccccc2OC)on1	5	-6
Cc1cccc(CNC(=O)C(=O)NCc2ccoc2)c1	4	6
O=C(c1ccccc1F)N1CCC(CNS(=O)(=O)c2ccc(C(F)(F)F)cc2)CC1	0	-4

Looked up one by one from the list above, four records:
SMILES	mHTT-CaM PPI inh	Pf apPOL block
CCN1C(=O)c2cccnc2Sc2cc(NC(=O)c3ccc(C)cc3)ccc21	19	-2
CCCCSc1nc2ccc(NC(C)=O)cc2s1	3	-8
Cc1ccccc1N1C(=O)CCC1(C)C(=O)NCCCOC(C)C (stereo not given)	-7	1
Cc1ccccc1CNC(=O)c1ccc2c(c1)N(C)C(=O)C1CCCCN21 (stereo not given)	30	4

Grouped by structure, the compounds so far containing a CF3 group
SMILES	mHTT-CaM PPI inh	Pf apPOL block
CC1=NN(C(=O)c2cccc(Br)c2)C(O)(C(F)(F)F)C1 (stereo not given)	7	-3
Cc1c(-c2nnc(-c3cccc(C(F)(F)F)c3)o2)sc2nc(-c3ccc(Cl)cc3)nn12	nt	1
O=S(=O)(Nc1ccccn1)c1ccc(N=Cc2ccccc2C(F)(F)F)cc1	-4	-5
O=C(Nc1ccc(OC(F)(F)F)cc1)Nc1cc(-c2cccs2)[nH]n1	nt	-20
O=C(c1ccccc1F)N1CCC(CNS(=O)(=O)c2ccc(C(F)(F)F)cc2)CC1	0	-4

Next results follow:
SMILES	mHTT-CaM PPI inh	Pf apPOL block
Fc1cccc(-c2nc(-c3cn(Cc4ccccc4)nn3)no2)c1	-3	-1
CCCC(=O)Nc1ccc(Oc2ccc3c(c2)C(=O)NC3=O)cc1	0	-2
Cc1cc(C)cc(C(=O)N2CCCC(C(=O)Nc3ccccc3C)C2)c1 (stereo not given)	0	0
Clc1ccc(N=Cc2ccn(-c3ccccc3)n2)cc1	nt	-2
CCOC(=O)C1=C(C)N=c2s/c(=C/c3cccs3)c(=O)n2C1c1cccs1 (stereo not given)	-4	nt
COc1ccc(CCNC(=O)C2CCN(Cc3ccc(Cl)cc3)CC2)cc1OC	7	-2
Cc1cccc(NC(=O)c2ccccc2Br)n1	2	-1
Cc1cc(C)nc(NS(=O)(=O)c2ccc(NC(=O)c3ccoc3C)cc2)n1	6	3
Cc1ccc(CN2CCN(Cc3ccccc3)CC2)o1	2	1
OCCN(Cc1ccccc1)CC1CC2C=CC1C2 (stereo not given)	2	-5
c1ccc(CSc2nc3ncccc3[nH]2)nc1	-2	nt
COc1cc(Br)c(C2Nc3ccccc3-c3nnc(SC)nc3O2)cc1OC (stereo not given)	8	-8
Cn1cnc2cc(CNC(=O)C3CCCC3)ccc21	-2	-2
CCN(CC)C(=O)Cn1ccc(=N)c2ccccc21	2	-2
CCn1cc(S(=O)(=O)CC(=O)Nc2cccc(C)c2C)c2ccccc21	-1	-1
COc1ccc(CSc2nnc(-c3ccc(Cl)cc3Cl)o2)cc1	-7	2
Cc1ccc(-n2[nH]c(C)c(C=Nc3ccc(Cl)cc3)c2=O)cc1	6	-4
Cc1nnc(SCC(=O)N2CCOCC2)n1C	-8	-4
Cc1ccc(N2C(=O)CC(N3CCCCC3C)C2=O)cc1 (stereo not given)	-3	-17
O=C(NC1CCCCC1)c1ccc2c(c1)nc1n2CCN(c2ccccc2)C1=O	-15	3
O=C(Cc1cccs1)Nc1cccn2nc(C3CCC3)nc12	6	-2
Cc1nc(SCc2ccccc2F)[nH]c(=O)c1CC(=O)N1CCc2ccccc2C1	-6	-5
COc1cccc(NC(=O)c2oc3ccccc3c2C)c1	-27	-6
Cc1cc(Br)ccc1NC(=O)CCN1C(=O)c2ccncc2C1=O	-3	0
COC(=O)c1nc2n(n1)C(c1ccccc1)C1=C(CC(C)(C)CC1=O)N2 (stereo not given)	2	1

Carrying on:
SMILES	mHTT-CaM PPI inh	Pf apPOL block
CCOc1ccc(NC(=O)c2ccc(SCCN3CCOCC3)nc2)cc1	-12	-2
CCCCNC(=O)CSc1nc2nc(C)cc(C)n2n1	1	-14
O=[N+]([O-])c1cccc2ccc(N3CCOCC3)nc12	3	4
CC(C)C(=O)NCCc1csc(C2CCCN(C(=O)C(C)C)C2)n1 (stereo not given)	0	2
CCC(Sc1nc2ccsc2c(=O)n1CCC(=O)O)C(=O)Nc1ccc(C)cc1 (stereo not given)	24	-7
Cc1cccc(C)c1NC(=O)CC(C)c1ccccc1 (stereo not given)	-5	0
COCCCNC(=O)c1c(NC(=O)c2ccccc2Cl)sc2c1CCCC2	-17	1
Fc1ccc(Nc2nc(-c3ccc(Cl)cc3)cs2)cc1	71*	-2
O=C1NC2=C(C(=O)c3ccccc32)C(c2ccccc2)S1 (stereo not given)	-4	-5
CC(C)c1ccc(/C=C2\N=C(c3cccc([N+](=O)[O-])c3)OC2=O)cc1	6	0
CC1CN(S(=O)(=O)c2ccc(Cl)cc2)CCN1S(=O)(=O)c1ccc(Cl)cc1 (stereo not given)	5	0
O=C(NCCC1=CCCCC1)NC1CCCCC1	0	-2
O=C1CCCC(=O)N1CCS(=O)(=O)NCC1(c2ccccc2)CCOCC1	-18	-5
CCC(C)c1ccccc1NS(C)(=O)=O (stereo not given)	-2	-10
O=C(Nc1sc2c(c1C(=O)Nc1ccc(Br)cc1)CCCCC2)c1cccnc1	3	6
COc1ccc(Cl)cc1N1C(=O)C2CCCN2C1c1cc(OC)c(OC)c(OC)c1 (stereo not given)	-4	-1
O=C(Nc1ccc(N2CCN(c3ncccc3C(F)(F)F)CC2)nc1)c1cccs1	nt	-10&-7
Cc1cc(C)c(S(=O)(=O)N=C2C=C(Br)C(=O)c3ccccc32)cc1C	41	2
Cc1ccc(NC(=O)C/C(N)=N/OC(=O)c2ccccc2Cl)cc1	i	-6
COC(=O)C1CCN(c2ccnc3c2c(=O)n(C)c(=O)n3C)CC1	-9	-1
Cc1cc(Cl)ccc1NC(=O)CCC(=O)N1CCCCc2ccccc21	-11	-5
NC(=O)c1cc2cc([N+](=O)[O-])ccc2oc1=Nc1cccc(F)c1	4	-2
NC(=O)C1CCN(c2nc3ccc(-c4ccsc4)nc3s2)CC1	4	0
C=CCOc1ccccc1C(=O)NC(=O)c1ccccc1	-2	1
CCc1sc(/C=C(/C#N)C(N)=S)cc1[N+](=O)[O-]	29	nt
COc1cccc(C2C3=C(CC(C)(C)CC3=O)NC3=C2C(=O)c2ccccc23)c1 (stereo not given)	58*	1

Of the compounds above, four contain a COOH group.
SMILES	mHTT-CaM PPI inh	Pf apPOL block
COc1ccc2c(c1)c(=O)oc1c(C)c(OCc3cc(C(=O)O)oc3C)ccc12	14	-1
O=C(O)c1ccc(OCc2ccccc2)cc1	nt	-10&-13
Cc1[nH]c(=O)[nH]c1C(=O)CCCCC(=O)O	3	1
CCC(Sc1nc2ccsc2c(=O)n1CCC(=O)O)C(=O)Nc1ccc(C)cc1 (stereo not given)	24	-7

Compound activity as filed in PubChem.
